High-throughput results as filed in PubChem.
MC4R ag barr: human MC4R agonism via beta-arrestin | U2OS MC4R beta-arrestin complementation, luminescence; percent of melanotan II response, DMSO zero | hit rate 0.98% among 360,000 | activation, % at 8.9 µM;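 active = activation above a per-plate cutoff, the mean activation of sample wells on that plate plus 3 SD, cut at about 8% in these data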
NCOA2 inhibitor: human SRC2 (NCOA2) inhibition | Q15596 | HEK293 GAL4-SRC2 luciferase reporter, luminescence | inhibition, % at 9 µM | hit rate 0.17% among 370,000;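 active = inhibition above the mean inhibition of all tested compounds plus 3 SD, set per campaign, cut at about 52% in these data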;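 note: 0% = DMSO treated cells and 100% = cells given Gossypol at 36 µM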
ABCB6 inh MLPCN: inhibitors of human ABC transporter ABCB6. Q9NP58. K562-ABCB6 porphyrin accumulation, flow cytometry, 1 h; hits give low values. fluorescence ratio to DMSO, % at 10 µM. hit rate 0.19% among 360,000;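 active = fluorescence ratio to DMSO below 75%, the collection mean minus 3 SD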;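 note: signal is porphyrin accumulated inside mitochondria; 100% equals median channel fluorescence of DMSO control wells; lower ratio means ABCB6 inhibition with less porphyrin fluorescence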
Target sequence (Q9NP58 whole entry, looked up): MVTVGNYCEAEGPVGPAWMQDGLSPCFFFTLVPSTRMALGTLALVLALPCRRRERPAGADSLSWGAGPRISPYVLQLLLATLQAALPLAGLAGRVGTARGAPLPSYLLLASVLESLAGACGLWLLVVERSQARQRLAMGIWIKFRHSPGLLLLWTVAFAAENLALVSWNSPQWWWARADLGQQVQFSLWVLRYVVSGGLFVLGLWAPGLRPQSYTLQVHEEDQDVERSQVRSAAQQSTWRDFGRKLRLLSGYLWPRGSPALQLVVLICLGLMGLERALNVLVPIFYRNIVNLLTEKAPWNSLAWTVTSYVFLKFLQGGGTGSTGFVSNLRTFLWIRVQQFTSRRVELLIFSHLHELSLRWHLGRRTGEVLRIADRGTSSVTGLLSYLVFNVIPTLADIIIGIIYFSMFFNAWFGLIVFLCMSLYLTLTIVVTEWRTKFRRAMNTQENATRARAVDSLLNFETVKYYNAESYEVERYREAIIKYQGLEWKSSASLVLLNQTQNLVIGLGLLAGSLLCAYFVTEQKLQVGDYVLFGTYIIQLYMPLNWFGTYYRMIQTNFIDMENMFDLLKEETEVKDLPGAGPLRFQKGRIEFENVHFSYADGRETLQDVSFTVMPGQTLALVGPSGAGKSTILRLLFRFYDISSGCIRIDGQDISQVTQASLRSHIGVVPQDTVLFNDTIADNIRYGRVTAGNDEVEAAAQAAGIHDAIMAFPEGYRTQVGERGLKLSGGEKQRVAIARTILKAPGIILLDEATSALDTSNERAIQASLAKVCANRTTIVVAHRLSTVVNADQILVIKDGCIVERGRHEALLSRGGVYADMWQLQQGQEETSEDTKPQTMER
N-glyco inh: N-linked glycosylation inhibition; reporter increase, % at 12.5 µM; AID 588692; hit rate 0.23% among 360,000; D54 ERlucT glycosylation luciferase reporter, 24 h; percent of 100 nM tunicamycin response;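 active = mean luciferase reporter signal, scaled so untreated is 0 and the glycosylation-blocking control 100, at or above a set limit in every replicate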;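 note: luciferase carries N-glycosylation sites so blocking glycosylation raises the light; 0% = median of neutral control wells and 100% = median of 100 nM tunicamycin wells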
TLR9-MyD88 inh: inhibitors of human TLR9-MyD88 binding; Q9NR96+Q99836; CHO BLA complementation TLR9-MyD88, CCF4 FRET ratio; inhibition, % at 4.98 µM; hit rate 0.21% among 340,000;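 active = inhibition above the mean over all tested compounds plus 3 SD, cut at about 21% in these data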;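 note: 0% = DMSO only wells and 100% = clavulanate BLA inhibitor control wells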
MC4R antagonist: human MC4R antagonism in cAMP assay; MC4R-expressing cells, MTII-stimulated cAMP, LANCE TR-FRET; inhibition, % at 6.5 µM; hit rate 0.48% among 360,000; AID 540295;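 active = inhibition above its plate's cutoff, the mean of tested wells on that plate plus 3 SD, cut at about 29% in these data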;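 note: 0% = Melanotan II alone and 100% = Melanotan II plus saturating MCL0020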
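System – human MC4R-expressing U2OS cells · Also added – Melanotan II · Dosing – one concentration, 6.5 µM nominal · Timing – 30-min compound, 1-h challenge, 1-h detection, room temperature · Measured by – Eu-cAMP/anti-cAMP TR-FRET, emission 671 nm · Replicates – singlicate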
m5-HT2A agonist: mouse HTR2A agonism via beta-arrestin recruitment. activation, % at 7.6 µM. hit rate 0.66% among 360,000. AID 624169. CHO-K1 mHTR2A beta-arrestin complementation, luminescence; percent of 30 µM serotonin response;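 active = activation above a run cutoff, the mean activation of all tested compounds plus 3 SD, cut at about 14% in these data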;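 note: 0% = plate median of compound wells and 100% = 30 µM serotonin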
NOD2 RIPK2 PPI: inhibitors of human NOD2-RIPK2 interaction; CHO BLA complementation NOD2-RIPK2, CCF4 ratio; inhibition, % at 4.98 µM; AID 624267; hit rate 0.38% among 360,000; O43353; in the data active = inhibition above about 21%;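 note: 0% = vehicle only and 100% = reference blocker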
ABHD5-PLIN5 inh: inhibitors of human ABHD5-perilipin-5 interaction. Q00G26+Q8WTS1. Split G. princeps luciferase complementation, luminescence, 4 h. inhibition, % at 4 µM. hit rate 0.78% among 360,000. AID 602281;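 active = inhibition above the mean inhibition across every tested compound plus 3 SD, cut at about 22% in these data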;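 note: 0% = DMSO only wells and the 100% control is not disclosed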
Cardio protect: myocardial damage modulation in H9c2 cells; H9c2 cardiomyocytes, H2O2 injury protection, ATPLite, 2 h; protection from H2O2 cell death, % at 20 µM; hit rate 0.63% among 360,000; AID 588492;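 active = compounds giving at least 50% protection of heart cells from peroxide-induced death in the single-dose screen, raw or plate-pattern-corrected value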;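 note: 0% = DMSO wells with peroxide and 100% = DMSO wells without peroxide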
* marks the source's active call; other numbers are inactive results; . = no result given. Only part of the results is shown; rates above refer to the full screens.

The line under a structure holds: MC4R ag barr | NCOA2 inhibitor | ABCB6 inh MLPCN | N-glyco inh | TLR9-MyD88 inh | MC4R antagonist | m5-HT2A agonist | NOD2 RIPK2 PPI | ABHD5-PLIN5 inh | Cardio protect
COc1ccc(CN2C(=O)CN(C3CCCCCC3)C(=O)C2c2ccc(OC)c(OC)c2)cc1 (centres undefined)
 : 0.0 | -24 | 99 | 2 | -1 | 5 | -7 | -2 | -6 | 11
Cc1ccc(NC(=O)Cn2c(/C=C/c3ccccc3)nc3ccccc32)cc1C
 : 17* | 2 | 98 | -4 | -10 | 14 | 0 | 2 | 5 | 0
CCOC(=O)C1CCCN(C(=O)CSc2nnnn2C)C1 (centres undefined)
 : -2.6 | -8 | 97 | 0 | -6 | -2 | -2 | 0 | -1 | -2
Cc1c2c(c(C)n1C)C(C(=O)NC1CCCCC1)N(Cc1ccccc1)C2=O (centres undefined)
 : 1.3 | 14 | 99 | -1 | -1 | 8 | -9 | -4 | 8 | 3
O=C(c1ccco1)N1CCN(C(=O)c2cc(-c3ccncc3)nc3ccc(Br)cc23)CC1
 : -3.0 | -17 | 94 | 0 | -5 | 10 | 6 | -7 | 10 | 53*
Cc1nc([N+](=O)[O-])cn1CC(=O)c1ccc(Br)cc1
 : -0.9 | -6 | 103 | -2 | -8 | 8 | 1 | -11 | 1 | 6
CCc1cccc(C)c1NC(=O)C(c1ccccc1)N1CCC1=O (centres undefined)
 : -1.2 | 12 | 97 | 0 | -1 | -1 | 5 | -3 | -2 | -1
COc1ccc(Cl)cc1C(=O)C1CCCN(Cc2cnc(N3CCOCC3)s2)C1 (centres undefined)
 : -3.4 | 1 | 99 | -1 | 1 | 3 | 4 | 6 | 4 | 0
C#CCN(C[C@H]1[C@H](OC(=O)NCc2ccccc2F)[C@H](OC(=O)NCc2ccccc2F)C[C@@H](C(=O)OC)[C@H]1C(=O)OC)S(=O)(=O)c1ccc(C)cc1
 : -0.3 | -21 | 89 | -4 | -6 | 6 | -4 | -5 | -3 | 1
CN(c1ccccc1C(=O)N1CCN(c2ccccc2F)CC1)S(=O)(=O)c1ccccc1
 : -1.5 | -1 | 92 | -2 | 2 | 4 | -3 | -3 | 1 | 1
O=[N+]([O-])c1ccc(COc2cccc(CN3CCCC3)c2)cc1
 : 0.0 | -10 | 94 | -5 | -62 | 5 | -11 | -7 | -1 | 4
Cc1cccc(NC(=O)N2CCCCCC2)c1
 : -3.0 | -12 | 101 | -1 | -21 | 0 | 1 | -1 | -6 | 3
COc1ccc(C(=O)c2nc3c(n2O)CCCC3)cc1OC
 : -0.6 | -29 | 98 | 0 | -9 | 14 | 0 | -7 | 4 | 1
O=c1c(C=Nc2ccc(Oc3ccccc3)cc2)c[nH]n1-c1cccc(Cl)n1
 : -1.0 | -18 | 98 | 0 | -7 | 2 | 5 | -10 | 1 | 14
CCOC(=O)C1CCN(C(=O)c2ccc(NS(=O)(=O)c3ccc4[nH]c(=O)[nH]c4c3)cc2)CC1
 : -0.3 | -16 | 102 | 1 | 14 | 2 | 4 | 0 | -7 | 1
O=C(CCC1CCCN(c2ncccn2)C1)NCc1ccc(F)c(F)c1 (centres undefined)
 : -0.4 | 24 | 104 | 1 | 0 | -2 | -2 | -8 | -1 | 4
CCOc1ccc2[nH]c(=O)c(CN(CC3COCCO3)C(=O)C3CC3)cc2c1 (centres undefined)
 : -2.3 | 2 | 90 | 1 | -4 | 0 | -2 | 3 | -3 | 11
Cc1cc(C)c(C(=O)COC(=O)c2cc([N+](=O)[O-])ccc2NCCO)cc1C
 : 2.6 | 5 | 97 | 2 | -3 | 11 | -2 | -3 | -5 | -11
C=CCOC(=O)C1=C(C)NC(SCC(=O)OCC)=C(C#N)C1c1ccc(C)cc1 (centres undefined)
 : -0.2 | 1 | 93 | 2 | 0 | 14 | -9 | 2 | -7 | 3
Cc1cc(SCCOc2ccc(Br)cc2)nc(N)n1
 : 1.7 | -9 | 98 | -1 | 3 | 9 | -2 | -4 | 1 | -21
Cc1ccc(S(=O)(=O)Nc2c(O)c3ccccc3oc2=O)cc1
 : 2.0 | -32 | 109 | 2 | -15 | 6 | -1 | -5 | -5 | 0
CCOc1cc2c3c(c1)C1(OCCO1)C(=O)N3C(C)(C)CC2C (centres undefined)
 : -1.8 | -11 | 99 | 0 | -1 | 2 | -2 | -5 | 0 | -11
O=C(CCC(=O)NNC(=S)Nc1ccccc1)NCc1ccccc1
 : -1.3 | -15 | 98 | -2 | -4 | 8 | -2 | -1 | 0 | 1
COCCNc1ccc(S(=O)(=O)N2CCCC2)cc1[N+](=O)[O-]
 : -4.3 | 0 | 96 | 0 | 1 | 4 | -2 | -10 | -13 | 4
CCN(C(=O)Cn1cnc2c(nc3n2CCCCC3)c1=O)c1cccc(Cl)c1
 : -2.1 | 6 | 91 | 1 | 4 | 14 | 0 | 6 | -2 | 0
Cc1cc(Cl)ccc1OCCNC(=S)NC(=O)c1cccnc1
 : -1.6 | 14 | 97 | -1 | -8 | 10 | -9 | -5 | -2 | -4
CCCCOc1ccc(-c2nnc(N)s2)cc1
 : -1.5 | -48 | 95 | 3 | -16 | 10 | 2 | 0 | -3 | -14
CC(C)(C)C(=O)NC(=S)NNC(=O)c1ccc(Cl)cc1Cl
 : -7.5 | 19 | 98 | 0 | -5 | -7 | -20 | 4 | -5 | 11
CC1(C)CC(=O)C=C(C(=O)NC2CCCc3c2cnn3-c2cc(F)cc(F)c2)O1 (centres undefined)
 : 1.1 | 18 | 98 | -1 | 1 | 0 | -4 | -3 | -6 | 10
CC1(C)Cc2cccc(OCC(=O)N3CCN(c4ccccc4F)CC3)c2O1
 : 0.1 | 22 | 96 | -3 | 6 | 1 | -7 | -1 | -5 | 0
Cc1cc(C)n(-c2nc(NCC(C)O)c3c4c(sc3n2)COC(C)(C)C4)n1 (centres undefined)
 : -0.5 | -29 | 97 | 0 | -5 | -4 | 0 | -10 | -3 | 11
Cc1cccc2cc(CN(CCCN(C)C)C(=S)NCCc3ccccc3)c(=O)[nH]c12
 : 0.0 | -6 | 95 | -2 | 5 | 7 | -9 | 13 | 17 | 16
O=C(NC1CC1)C1=C[C@@H](C2CCCCC2)C[C@@H](OCc2ccc(CO)cc2)O1
 : -1.1 | 13 | 98 | -3 | -1 | 14 | -3 | 0 | 4 | -7
Cc1cc(=O)oc2c(O)c(O)ccc12
 : -1.6 | -2 | 101 | 1 | -1 | 7 | -3 | 6 | 5 | 31
CCN(CC)c1nc2ccccc2[nH]c1=O
 : 5.2 | -10 | 105 | 1 | 9 | -3 | 3 | 6 | 6 | 0
CN(c1ccc([N+](=O)[O-])cc1C(=O)Nc1ccccc1)C1CCCCC1
 : 2.8 | . | 96 | -7 | -2 | 0 | -3 | 0 | -3 | 3
O=C(c1ccco1)N1CCN(c2nnc(-c3ccccc3)c3ccccc23)CC1
 : -1.7 | -8 | 98 | -4 | -4 | 7 | -5 | 3 | -2 | 11
O=C(CSc1ncccn1)Nc1ncc(C(F)(F)F)cc1Cl
 : -2.6 | 27 | 94 | -2 | -3 | 10 | 3 | -6 | 0 | 4
COc1cccc(C(C(=O)NC2CCCC2)N(C(=O)c2ccco2)C2CC2)c1OC (centres undefined)
 : -3.6 | 7 | 101 | -1 | -2 | 3 | 1 | 10 | -1 | 27
CC(C)(C)c1ccc(C(=O)N2CCC2(C)C(=O)Nc2cccc3ncccc23)cc1 (centres undefined)
 : 0.4 | -9 | 98 | -1 | . | 10 | 1 | -13 | 0 | -12
Cc1nc(CCNS(=O)(=O)c2cccnc2)cs1
 : 1.4 | -22 | 96 | 1 | 10 | 14 | 2 | 2 | 0 | 3
COc1ccccc1Nc1ccc(C(=O)NCc2cccs2)cn1
 : -1.2 | 10 | 94 | -1 | 18 | 26 | -6 | -9 | -5 | 10
CCc1ccc(C(C(=O)NC(C)(C)CC)N(Cc2ccco2)C(=O)Cn2nnc3ccccc32)cc1 (centres undefined)
 : -1.2 | -8 | 91 | -6 | -5 | 0 | -5 | -11 | 6 | 8
COCc1ccc(CN2CCC(CO)(CC3CCCCO3)CC2)o1 (centres undefined)
 : -4.5 | -26 | 98 | 1 | 0 | -3 | -1 | -12 | -2 | 16
COc1cc(C2CC(=O)N3CN(Cc4ccco4)CSC3=C2C#N)ccc1OCc1ccccc1 (centres undefined)
 : -3.9 | 12 | 95 | -1 | 4 | 7 | -3 | -4 | -7 | -6
CC(=O)c1cccc(NC(=S)Nc2cccc3ccccc23)c1
 : -1.9 | -30 | 99 | 2 | -3 | 1 | -3 | -16 | -11 | -4
O=C(CN1C(=O)c2ccccc2C1=O)Nc1cccc(S(=O)(=O)Nc2ccccc2Cl)c1
 : 5.4 | -6 | 106 | 1 | -2 | 1 | 2 | -26 | 10 | 6
OCc1ccccc1OCCCN1CCC(Cc2ccccc2)CC1
 : -0.2 | -21 | 94 | -3 | -7 | -3 | -11 | -11 | -1 | -6
O=C(O)CCCn1c(=O)[nH]c2ccccc2c1=O
 : -2.2 | -3 | 93 | 3 | 4 | 1 | -3 | -2 | -2 | 2
COC(=O)COc1cccc(NC(=O)COc2ccccc2)c1
 : -0.8 | -18 | 113 | 0 | -2 | 9 | 3 | -5 | -3 | -14
FC(F)(F)c1ccc(Sc2n[nH]c(C(F)(F)F)n2)nc1
 : -1.1 | 3 | 99 | 0 | -3 | 2 | 1 | -14 | -1 | -1
Cc1cc(C(=O)COC(=O)c2ccccc2O)c(C)n1Cc1cccs1
 : -0.8 | 86* | 95 | -20 | -4 | -4 | -3 | -5 | 3 | -21
Cc1ccc(C2SCC(=O)N2c2ccccc2)cc1 (centres undefined)
 : -1.2 | -8 | 96 | 1 | 9 | 8 | -1 | -1 | -5 | -1
CCCCCCOC(=O)C1=C(C)NC(=O)NC1c1ccc2c(c1)OCO2 (centres undefined)
 : -0.1 | 3 | 95 | 0 | -5 | 8 | 1 | 8 | -2 | 0
COc1ccc(C2CC(c3ccc(F)cc3)Nc3nc(N)nn32)cc1OC (centres undefined)
 : -0.3 | -7 | 97 | 1 | 3 | 4 | 0 | -14 | 5 | 5
CC(C(=O)O)c1ccc(C(=O)c2ccccc2)s1 (centres undefined)
 : -1.1 | -46 | 98 | -2 | -1 | 4 | 5 | -5 | 7 | -7
COc1cccc(Nc2nn3c(=O)c4ccccc4nc3s2)c1
 : 6.0 | . | 95 | -1 | -4 | 18 | 0 | -7 | -8 | 9
